# Screening results as filed in PubChem.
# RmlC RmlD mix: mixture blocks RmlC and RmlD coupled enzyme activity; inhibition, % at 5.5 µM; AID 1532; 110,000 compounds, 0.39% hits; RmlC/RmlD coupled enzyme inhibition, 384-well mixture HTS; in the data active means inhibition above about 30%, passing the limit was not always enough; further: strong numbers were not always called active
# HIV RNase H inh: inhibitors of HIV-1 reverse transcriptase RNase H; P04585; inhibition, % at 10 µM; 65,000 compounds, 1.9% hits; AID 565; RT-RNase H RNA/DNA duplex cleavage, fluorescence; in the data active means inhibition above about 50%
# * hit, by the source's call; . = not tested or not shown. This is a subset (hit frequency here may not be typical).
# Sequence of screens: RmlC RmlD mix	HIV RNase H inh
N#Cc1c(N)c(C(=O)c2ccc(Cl)cc2)n2c1CCC2
    -3	-7
O=C(CCCOc1ccc(Cl)cc1Cl)N1CCCc2ccccc21
    6	.
COc1ccc(NC(=O)CNS(=O)(=O)c2ccc(Cl)cc2)cc1
    4	.
COc1ccc(NC(=O)c2ccc(C(=O)c3ccccc3)o2)cc1
    -1	-7
Cc1cc2nc3c(c(=O)n2[nH]1)CCCC3
    7	9
CCn1c(=N)n(CC(O)COc2cccc(C)c2)c2ccccc21 (centres undefined)
    -11	-9
COc1ccc(OC)c(CNC(=O)Cc2c(C(=O)O)[nH]c3ccccc23)c1
    -14	-1
CCOc1cccc2c1OC1(C)CC2NC(=O)N1c1cccc(Cl)c1 (centres undefined)
    -7	-31
O=C(N1CCOCC1)C12CC3CC(C1)CC(C(=O)N1CCOCC1)(C3)C2
    -11	0
CCOC(=O)c1cc2c(=O)n3cccc(C)c3nc2n(Cc2cccnc2)c1=N
    .	-17
Cn1c(=O)c2c(nc(SCC(=O)NCc3ccc4c(c3)OCO4)n2Cc2ccc(F)cc2)n(C)c1=O
    10	.
COc1ccc(-n2ncc3c(N4CCCc5ccccc54)ncnc32)cc1
    .	-4
O=C(Nc1cccnc1)c1cc(-c2ccccc2)on1
    -8	.
CN(C)Cc1cc(C(C)(C)C)c(O)c(C(C)(C)C)c1
    -15	5
COc1ccc(-c2cc(N)n(S(=O)(=O)c3ccc(F)cc3)n2)cc1OC
    -7	.

# The list continues:
# Sequence of screens: RmlC RmlD mix	HIV RNase H inh
COC(=O)C1=C(C(=O)OC)[C@@H]2N(C)c3ccccc3[C@@]23C[C@@H](CO)N(C(=O)C2CCC2)C3=N1
    -18	.
Cc1cc2cc(C)c3nnc(SCC(=O)N4CCc5ccccc54)n3c2cc1C
    -10	.
COc1ccc(Cn2c(=O)[nH]c3cc(C(=O)NCCCN4CCCC4)ccc3c2=O)cc1
    .	-62
CCc1ccc(NC(=O)CC2NCCNC2=O)cc1 (centres undefined)
    -8	-3
N#CCCn1nc(Cc2cccc3ccccc23)c(C#N)c1N
    -14	.
COc1ccc(CNC(=O)C2CCCN(c3nccc(C)n3)C2)cc1 (centres undefined)
    2	.
N#Cc1c(N2CCCCC2)nc(N2CCCCC2)c2c1CCN(Cc1ccccc1)C2
    -27	19
Cc1cc(C)n(-c2ccc(Cl)c(C(=O)O)n2)n1
    8	-6
Cc1ccc(S(=O)(=O)Nc2ccc(C(=O)Nc3cc(C)on3)cc2)cc1
    9	0
CCN=C1SC(CC(=O)NC(N)=O)C(=O)N1CC (centres undefined)
    -30	-7
NC(=O)[C@@H]1CC2(CC(c3cccc(NC(=O)CC(c4ccccc4)c4ccccc4)c3)=NO2)CN1C(=O)[C@@H]1CCC(=O)N1 (some centres undefined)
    2	.
Cn1nc(OCCOc2ccccc2)ccc1=O
    -4	0
CC(C)N(C(=O)N1CCC(c2nc(-c3ccncc3)no2)CC1)C(C)C
    -3	-9
O=c1c2ccccc2nnn1CSc1nnc(-c2cccc(S(=O)(=O)N3CCCCC3)c2)o1
    -18	-46
O=C(CSc1ncnc2c1oc1ccccc12)Nc1cccc(Cl)c1
    5	-20

# Later entries:
# Sequence of screens: RmlC RmlD mix	HIV RNase H inh
CCCCNC(=O)C(C#N)c1nc2ccccc2nc1N1CCN(c2ccccc2F)CC1 (centres undefined)
    -11	23
N#Cc1ccc(CSc2nnc(-c3cccc(S(=O)(=O)N4CCCCC4)c3)o2)cc1
    -9	-15
CC1CCC(NC(=O)c2cc3c(s2)CS(=O)(=O)C3)CC1 (centres undefined)
    -2	-15
O=C(Nc1ccc2c(c1)CCC2)c1cnn2c1NC(c1ccco1)CC2C(F)(F)F (centres undefined)
    11	38
CN(C)S(=O)(=O)c1ccc(N2CCCC2)c(C(=O)NCc2cccc(C(F)(F)F)c2)c1
    -2	.
Cc1cc(C)nc(Sc2ccc3nnc(C(F)(F)C(F)(F)C(F)(F)F)n3n2)n1
    -12	-6
CCN(CC)c1nc(N)nc(N(c2ccccc2)c2ccccc2)n1
    2	.
CC1Cc2ccccc2N1C(=O)CSc1nnc2c(n1)[nH]c1ccc(F)cc12 (centres undefined)
    6	.
CC(C)Oc1ccc(Cn2c(-c3ccco3)n[nH]c2=S)cc1
    -16	.
N#Cc1ccc(C23CC4(C2)[C@H](CN(Cc2cccnc2)[C@@H]4c2ccccc2)C3c2ccccc2)cc1 (some centres undefined)
    -11	.
CCN1C(=O)/C(=C/c2cnn(C)c2C)SC1=S
    -15	.
CC(=O)OC(C(=O)N1CCN(c2ccc(F)cc2)CC1)c1ccccc1 (centres undefined)
    15	.
COc1cc(-c2c(C#N)c(N)nc3c2c(C)nn3-c2ccc(C)c(C)c2)cc(OC)c1OC
    -30	35
NCCCC[C@@H]1NC(=O)c2cc([N+](=O)[O-])cc(I)c2SC[C@@H](C(=O)NCC(N)=O)NC(=O)CNC1=O
    16	.
CN1/C(=C/C=N/n2cnnc2)C(C)(C)c2ccccc21
    10	-17

# (list continues)
# Sequence of screens: RmlC RmlD mix	HIV RNase H inh
CNc1nc(C)nc(-c2ccccc2O)n1
    .	0
CCOC(=O)C1=C(Cn2cnc3ccccc32)NC(=O)NC1c1cc(C)ccc1C (centres undefined)
    15	0
CCSc1nc2c(c(=O)n(C)c(=O)n2C)n1Cc1ccc(Cl)cc1
    -3	-12
COc1ccc(CN(Cc2ccccn2)S(=O)(=O)c2ccc(-n3cnnn3)c(OC)c2)cc1
    -12	-8
C=CC[n+]1c(-c2ccc(OC)cc2)csc1NNC(=O)Nc1ccccc1
    8	.
COc1cc(NC(=O)c2ccc(Cl)cc2)c(OC)cc1NC(=O)CN1CCOCC1
    -10	-6
CCc1[nH]c(=O)c(C#N)c2c1CCCC2
    .	-11
O=C(NNC(=O)c1cc(-c2ccccc2)nc2ccccc12)Nc1cccc(Cl)c1
    -16	.
C=CCOc1ccc(C2c3c(oc4ccccc4c3=O)C(=O)N2c2ccccn2)cc1OCC (centres undefined)
    .	34
CN(CCNC(=O)c1cc2c(=O)n(C)c3ccccc3c2n1C)Cc1ccccc1
    -7	-7
CCCn1c(SCC(=O)Nc2nnc(CC)s2)nnc1-c1ccco1
    .	8
Cc1ccc(OCCn2c(=O)sc3ccccc32)cc1
    -12	.
COc1ccc(Cn2nnnc2CN2CCC(c3nc4ccccc4s3)CC2)cc1
    -8	-3
CCOC(=O)NCC(C)(C)CNC(=O)OCC
    -6	-2
COc1ccc(C2C(C#N)=C(N)OC(C(C)(C)C)=C2C#N)cc1OC (centres undefined)
    4	-2

# Structural class, those above with a Cl atom.
# Sequence of screens: RmlC RmlD mix	HIV RNase H inh
N#Cc1c(N)c(C(=O)c2ccc(Cl)cc2)n2c1CCC2
    -3	-7
O=C(CCCOc1ccc(Cl)cc1Cl)N1CCCc2ccccc21
    6	.
COc1ccc(NC(=O)CNS(=O)(=O)c2ccc(Cl)cc2)cc1
    4	.
CCOc1cccc2c1OC1(C)CC2NC(=O)N1c1cccc(Cl)c1 (centres undefined)
    -7	-31
Cc1cc(C)n(-c2ccc(Cl)c(C(=O)O)n2)n1
    8	-6
O=C(CSc1ncnc2c1oc1ccccc12)Nc1cccc(Cl)c1
    5	-20
CCSc1nc2c(c(=O)n(C)c(=O)n2C)n1Cc1ccc(Cl)cc1
    -3	-12
COc1cc(NC(=O)c2ccc(Cl)cc2)c(OC)cc1NC(=O)CN1CCOCC1
    -10	-6
O=C(NNC(=O)c1cc(-c2ccccc2)nc2ccccc12)Nc1cccc(Cl)c1
    -16	.

# New compounds follow:
# Sequence of screens: RmlC RmlD mix	HIV RNase H inh
COC(=O)c1nn(-c2ccc(OC)cc2)c(=O)cc1Oc1cccc(Cl)c1
    -1	.
CCn1ncc(Br)c1C(=O)Nc1sc2c(c1C(N)=O)CCC2
    -4	1
COCCN(CCOC)S(=O)(=O)c1ccc(C(=O)Nc2nc(C)c(C(C)=O)s2)cc1
    -4	36
COc1ccc(/C=C/C(=O)Oc2cccc(/C=N/NC(=O)COc3c(C)cccc3C)c2)cc1
    3	.
O=C(CN1CCN(S(=O)(=O)c2ccc(Br)cc2)CC1)Nc1ccc(F)cc1F
    -5	-9
Cc1cccc(OCCn2c(=O)n(C)c3ccccc32)c1
    -49	-99
O=C(COC(=O)c1cccnc1SCC(=O)NCc1ccccc1)NCc1ccccc1
    -5	.
COc1ccc(-c2nc(C)c(C(C)=O)n2O)cc1OC
    3	6
CC(=O)NCC(=O)OCN1C(=O)c2ccccc2C1=O
    -7	-11
Cc1cccc(NC(=O)Cn2c(=O)n(Cc3ccco3)c(=N)c3c4c(sc32)COC(C)(C)C4)c1
    4	4
COC(=O)C1=C(N)Oc2cc(C)n(Cc3cccnc3)c(=O)c2C1c1cc(OC)ccc1OC (centres undefined)
    -8	5
Cc1nn(CC(=O)Nc2ccc3c(c2)nc(CN2CCCCC2)n3C)c(=O)c2ccccc12
    -12	-3
CC1CCCN(S(=O)(=O)c2ccc(NC(=O)Cn3nnc(-c4ccccc4F)n3)cc2)C1 (centres undefined)
    13	11
CC(=O)c1cccc(OCCN2C(=O)NC(C)(C)C2=O)c1
    -98	-8
COc1ccccc1C1N(c2ccc(Cl)cc2)C(=O)C2CCCN21 (centres undefined)
    8	-10

# Next section:
# Sequence of screens: RmlC RmlD mix	HIV RNase H inh
COc1ccc(N2CCN(S(C)(=O)=O)CC2)cc1
    -9	.
C=C(C)CSc1nc2nc(C)cc(C)n2n1
    -9	-13
CCn1c(CCn2ccnc2C)n[nH]c1=S
    11	-10
Cc1oc(-c2cccs2)nc1CS(=O)CC(=O)NC1CCCCCC1 (centres undefined)
    -5	28
COc1ccc(-c2noc3c2-c2nc(-c4ccccc4Cl)sc2CC3)cc1
    -37	.
O=C(CCNc1ccc(F)cc1)c1ccco1
    0	-10
Cc1nc(SCC(N)=O)[nH]c(=O)c1CCC(C)C
    -6	.
O=C(Nc1nc2c(s1)CCCC2)c1cccs1
    4	-18
Cc1cccn2c(=O)c3cc(C(=O)NC4CCCCC4)c(=N)n(CCN4CCOCC4)c3nc12
    .	20
O=C(c1cc(-c2ccccn2)nc2c(Cl)cccc12)N1CCN(C(=O)C2CCCO2)CC1 (centres undefined)
    16	5
CCc1nc(SCC(=O)Nc2c(C)n(C)n(-c3ccccc3)c2=O)n[nH]1
    3	-4
O=C(COc1ccc(S(=O)(=O)N2CCOCC2)cc1)Nc1ccccc1C(F)(F)F
    6	.
COCOc1ccc(C2CC(=O)c3c(OCOC)cc(OCOC)cc3O2)cc1 (centres undefined)
    3	.
O=C(NCc1cccc(Br)c1)c1cc(-c2ccccc2)nn1CC1CC(c2cccc([N+](=O)[O-])c2)=NO1 (centres undefined)
    -15	.
COc1ccc(-c2cc(=O)c3c(OC)c(OC)c(OC)c(OC)c3o2)cc1OC
    -31	.

# (list continues)
# Sequence of screens: RmlC RmlD mix	HIV RNase H inh
CC(=O)c1nnn(-c2nc(N)nc(N(c3ccccc3)c3ccccc3)n2)c1C
    2	-33
Cc1ccc(C(c2sc3nc(C)nn3c2O)N2CC(C)OC(C)C2)cc1 (centres undefined)
    -9	-7
O=C(NCC1CCCO1)c1ccc2c(=O)n(CCc3ccccc3)c(=O)[nH]c2c1 (centres undefined)
    -12	-13
O=S1(=O)CCC(NS(=O)(=O)c2cccc3cccnc23)C1 (centres undefined)
    -7	-9
N=c1c(S(=O)(=O)c2ccccc2)cc2c(=O)n3ccccc3nc2n1CC1CCCO1 (centres undefined)
    5	1
O=C(NCc1ccco1)c1ccc(C(=O)NCc2ccco2)s1
    -7	.
O=C(Oc1ccc2c3c(c(=O)oc2c1)CCC3)c1ccco1
    187*	.
Cc1ccc(/C(N)=N/OC(=O)c2ccco2)cc1
    40	.
Cc1cc(C(F)F)n2ncc(C(=O)O)c2n1
    4	.
Nc1nnc(Cc2ccc(Cl)cc2)s1
    -12	-6
Cc1cc(N2C(=O)C3CCCN3C2c2sccc2C)no1 (centres undefined)
    7	-19
COc1cc(NC(=O)Cc2ccccc2)ccc1NC(=O)c1ccco1
    -9	-1
Cc1snc(S(=O)(=O)/C(C#N)=N/Nc2cccc(C(F)(F)F)c2)c1C#N
    23	.
CC1C(=O)Nc2ccccc2N1C(=O)C1CC1 (centres undefined)
    -6	.
Cc1cccc(-c2noc(CCCC(=O)Nc3ccc(C(N)=O)cc3)n2)c1
    -11	.

# Next section:
# Sequence of screens: RmlC RmlD mix	HIV RNase H inh
COc1cccc(-n2c(C)c(C(C)=O)c(C(C)=O)c2C)c1
    -11	-11
CCOC(=O)CNc1nc(-c2ccncc2)nc2ccccc12
    -9	-20
O=C(/C=C/N1CCOCC1)c1cc2ccccc2o1
    6	-9
c1cncc(Oc2cccc(Oc3cccnc3)c2)c1
    -13	-14
CCOC(=O)c1c(C)[nH]c(C(=O)OCc2c(C)noc2C)c1C
    4	-80
NC(CO)C(O)c1ccc([N+](=O)[O-])cc1 (centres undefined)
    3	.
CCOC(=O)c1ccc(CC(=O)c2ccc(O)cc2O)o1
    15	.
Cc1ccc(C(=O)Nc2ncnc3sc4c(c23)CCCCC4)cc1
    4	.
CC(C)Oc1ccc(C(CC(=O)NCc2ccco2)c2ccccc2)cc1 (centres undefined)
    -28	.
COc1ccc(CNC(=O)C2(CC3CC(c4ccccc4)=NO3)CCN(C(=O)C3(C)CC3)CC2)cc1 (centres undefined)
    7	.
COCCCNC(=O)c1oc2ccc(S(=O)(=O)N(C)C3CCCCC3)cc2c1C
    -8	8
Cc1cccc(C(=O)Nc2ccc(CC(=O)O)cc2)c1
    1	-4
CCn1cc(Br)c(C(=O)Nc2cccc(SC)c2)n1
    5	-23
CN1CC(=O)N(C)c2nc(Br)n(C)c2C1=O
    8	-2
O=c1oc2ccccc2c(Nc2ccc(O)cc2)c1[N+](=O)[O-]
    7	.
CCOC(=O)c1[nH]c(=O)[nH]c1CSc1nc(C)cc(C)n1
    3	-32
Cc1ccc(S(=O)(=O)N/N=C\c2ccc(Cl)c([N+](=O)[O-])c2)cc1
    9	.

# Looked up by compound from above (2):
# Sequence of screens: RmlC RmlD mix	HIV RNase H inh
CCOC(=O)c1c(C)[nH]c(C(=O)OCc2c(C)noc2C)c1C
    4	-80
Cc1ccc(S(=O)(=O)N/N=C\c2ccc(Cl)c([N+](=O)[O-])c2)cc1
    9	.
